D2 antag = HTS Assay for Allosteric Antagonists of the Human D2 Dopamine Receptor: Primary Screen for Antagonists. D(2) dopamine receptor (Homo sapiens), P14416. HEK293 TREx D2 cells, calcium flux, dopamine EC80. inhibition, % at 10 µM. actives 2% (n = 340,000). AID 485344, 2010; in the data active means inhibition above about 30%; further: 0% is about no effect
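Calcium mobilization kinetics were recorded at 1 s intervals in tetracycline-induced HEK293 T-REx D2 cells, first for 180 s after compound addition and then 180 s after EC80 dopamine.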
D2 PAM = HTS Assay for Positive Allosteric Modulators of the Human D2 Dopamine Receptor: Primary Screen for Potentiators; HEK293 T-REx D2, calcium flux, EC20 dopamine potentiation; potentiation, % at 10 µM; actives 0.34% (n = 340,000); AID 485347, 2010;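 active means potentiation over 3 SD above the plate norm, cut at about 30% in these data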; further: 0% is about no effect
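Cells plated with tetracycline inducer and held overnight at 30 C; calcium dye loaded 30–90 min at room temperature; baseline taken, compound added and read 180 s; EC20 dopamine then added and read 180 s.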
D1 antagonist = Antagonist of Human D 1 Dopamine Receptor: qHTS; HEK293 TREx D1 cells, calcium flux, dopamine EC80; hits give low values; activity change, negative = inhibition, % at 10 µM; actives 3.2% (n = 360,000); AID 504652, 2011; in the data active means activity change below about -30%; further: on the % scale 0 is the no-effect control and ±100 the full control effect
Target sequence (P21728 whole entry, looked up): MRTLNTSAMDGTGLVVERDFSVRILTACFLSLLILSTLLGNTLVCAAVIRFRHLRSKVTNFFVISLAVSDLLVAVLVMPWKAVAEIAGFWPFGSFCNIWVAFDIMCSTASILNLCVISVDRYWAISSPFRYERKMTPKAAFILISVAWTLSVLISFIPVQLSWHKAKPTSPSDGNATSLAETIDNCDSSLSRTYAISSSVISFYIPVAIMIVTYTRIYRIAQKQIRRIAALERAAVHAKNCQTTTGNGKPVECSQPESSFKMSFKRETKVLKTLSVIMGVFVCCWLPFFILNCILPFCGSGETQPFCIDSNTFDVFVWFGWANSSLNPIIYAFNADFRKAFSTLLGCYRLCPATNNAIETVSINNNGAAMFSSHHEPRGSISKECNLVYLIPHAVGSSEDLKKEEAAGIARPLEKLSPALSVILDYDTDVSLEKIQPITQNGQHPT
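Calcium flux readout: force-coupled, inducible Hek293 Trex D1 line, cells induced overnight at 30 C with tetracycline, dye-loaded 30–90 min at RT. Antagonism scored against EC80 dopamine challenge given 180 s after compound.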
TRHR PAM = qHTS for Small Molecule Agonists and Allosteric Enhancers of Human TRH Receptor: Primary Screen for Enhancers; Thyrotropin-releasing hormone receptor (Homo sapiens), P34981; TRHR cells, fluo-8 calcium fluorescence, EC20 TRH enhancement; enhancement, % at 2 µM; actives 0.66% (n = 360,000); in the data active means enhancement above about 30%; further: 0% is about no effect
Target sequence (P34981 whole entry, looked up): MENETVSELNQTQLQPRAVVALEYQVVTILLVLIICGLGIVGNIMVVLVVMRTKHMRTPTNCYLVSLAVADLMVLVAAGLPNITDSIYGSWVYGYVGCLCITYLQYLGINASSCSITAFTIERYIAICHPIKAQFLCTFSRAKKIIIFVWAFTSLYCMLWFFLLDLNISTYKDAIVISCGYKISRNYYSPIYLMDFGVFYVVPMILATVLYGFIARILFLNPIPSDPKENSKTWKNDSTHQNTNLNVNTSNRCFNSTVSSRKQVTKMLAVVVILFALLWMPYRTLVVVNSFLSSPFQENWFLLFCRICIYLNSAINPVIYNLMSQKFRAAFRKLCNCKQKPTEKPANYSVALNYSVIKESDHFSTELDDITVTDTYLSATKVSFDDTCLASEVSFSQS
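Enhancer read-out: after compound pinning and an initial kinetic agonist-mode read, an EC20 of TRH (10 nM final) was injected and fluo-8 calcium signal (Ex 480/Em 530) followed at 1 s/cycle for 100 cycles in TRHR-expressing cells.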
D2 ag = HTS Assay for Allosteric Agonists of the Human D2 Dopamine Receptor: Primary Screen for Agonists; D(2) dopamine receptor (Homo sapiens), P14416; HEK293 T-REx D2 cells, calcium flux agonist mode; activation, % at 2 µM; actives 0.53% (n = 340,000);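 active means activation over 3 SD above normal in the single-dose calcium agonist read, cut at about 30% in these data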; further: 0% is about no effect
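Calcium-flux readout, 1 cycle/sec over 180 s following compound pin transfer, in inducible HEK293 Trex D2 cells (force-coupled); dopamine controls included. Positive calcium responses during this window marked compounds as potential agonists.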
D1 potentiator = Potentiators of Human D1 Dopamine Receptor: qHTS. HEK293 TREx D1 cells, calcium flux, dopamine EC20 potentiation. potentiation, % at 10 µM. AID 504651, 2011. actives 0.036% (n = 360,000). D(1A) dopamine receptor (Homo sapiens), P21728; in the data active means potentiation above about 30%; further: 0% is about no effect
RXFP1 ag = qHTS Assay for Agonists of the Relaxin Receptor RXFP1; Potency, µM (top dose mostly 57.5 µM), inactives show at the highest dose activation, most hits filed as activators; HEK293T-RXFP1 cAMP TR-FRET, 30 min; response scale: percent of porcine relaxin response, buffer zero; Relaxin receptor 1 (Homo sapiens), Q9HBX9; actives 0.3% (n = 370,000); AID 2676, 2010; active means well fitted activation curve with a large enough effect; inconclusive means small, poorly fitted or top-dose-only effect; further: potency means the concentration at half of the fitted maximal effect; on the % scale 0 is the no-effect control and ±100 the full control effect; nearly all actives have a fitted effect of over 60% in size; many of its hits are not listed in these tables
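cAMP rise read by TR-FRET after 30 min, 37C compound exposure (up to 58 uM) in RXFP1-transfected HEK293 cells with Ro 20174 present. EC50 from Hill-equation fits, with 29 nM porcine relaxin as 100% and buffer as basal.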
D1 ag = Allosteric Agonists of the Human D1 Dopamine Receptor: qHTS; actives 1% (n = 360,000); activation, % at 2 µM; HEK293 T-REx D1 cells, calcium flux, agonist mode; in the data active means activation above about 30%; further: 0% is about no effect
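Tetracycline-induced HEK293 TREx D1 cells, force-coupled to calcium signalling, were dye-loaded with a no-wash calcium kit. Compound was pin-added after a 10 s baseline. Fluorescence was read kinetically at 1 cycle/s for 180 s, with calcium rises flagged as agonism.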
RXFP1 antagonist = qHTS Assay for Antagonists of the Relaxin Receptor RXFP1; Relaxin receptor 1 (Homo sapiens), Q9HBX9; HEK293-RXFP1, relaxin-stimulated cAMP HTRF, 30 min; hits give low values; activity change, negative = inhibition, % at 57.5 µM; actives 0.59% (n = 350,000);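 active means activity change of -60% or lower, but not beyond a set lower limit; inconclusive means change between -60% and -40%, or beyond the set limit; inactive means change above -40%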; further: on the % scale 0 is the no-effect control and ±100 the full control effect
Starred values were filed as active, the others as inactive; u = inconclusive; x = not tested or not shown.

entry	compound	D2 antag	D2 PAM	D1 antagonist	TRHR PAM	D2 ag	D1 potentiator	RXFP1 ag	D1 ag	RXFP1 antagonist
1	CC(NCC(=O)Nc1ccccc1C(=O)NC1CC1)c1ccc(F)cc1F (stereo not given)	19	8	9	-4	0.5	-8	-1.1%	2	-2
2	CCC/C(=N\NC(=O)c1ccc(CSc2nncn2C)cc1)c1ccccc1	-7	7	-9	6	-0.7	2	-0.6%	1	-3
3	COc1cc2c(cc1NCc1ccc3c(c1)OCO3)oc1ccccc12	-20	12	-13	-5	0.7	-4	2.5%	1	-14
4	COc1cccc(NC(=O)CN(C)C(=O)c2ccc3ccccc3c2)c1	6	-2	-21	-5	-0.6	-3	0.2%	2	4
5	O=S(=O)(Nc1cc(C(F)(F)F)ccc1N1CCOCC1)c1ccccc1	16	-1	-10	-4	-0.7	-4	0.5%	2	-1
6	Cc1ccccc1Oc1nc2ccccn2c(=O)c1/C=C(\C#N)c1nc2ccccc2[nH]1	x	5	-1	1	x	-3	19%	13	-2
7	OCCOCCN1CCN(C(=S)Nc2ccccc2)CC1	-14	0	2	-5	-0.3	14	-0.1%	0	5
8	COc1ccc(-c2nn(-c3ccc(F)cc3)c3c2cnc2cc4c(cc23)OCO4)cc1	x	6	7	0	x	2	-0.5%	-1	-2
9	CCC(C)(C)NC(=O)CN(C(=O)CNS(=O)(=O)c1ccc(C)cc1)c1ccc2c(c1)OCCO2	17	-10	3	3	0.4	-3	-0.1%	2	2
10	CCOC(=O)N1CCN(C(=O)C(CC(C)C)NC(=O)C2CCCCC2)CC1 (stereo not given)	x	x	-4	11	x	-7	-1.4%	0	-2

Next part, overlapping the part above by 2 compounds.
entry	compound	D2 antag	D2 PAM	D1 antagonist	TRHR PAM	D2 ag	D1 potentiator	RXFP1 ag	D1 ag	RXFP1 antagonist
9	CCC(C)(C)NC(=O)CN(C(=O)CNS(=O)(=O)c1ccc(C)cc1)c1ccc2c(c1)OCCO2	17	-10	3	3	0.4	-3	-0.1%	2	2
10	CCOC(=O)N1CCN(C(=O)C(CC(C)C)NC(=O)C2CCCCC2)CC1 (stereo not given)	x	x	-4	11	x	-7	-1.4%	0	-2
11	CSCC(O)Cn1[nH]c(=O)c2cc(Cl)c(Cl)cc2c1=O (stereo not given)	2	2	-2	9	-1.2	-6	12%	2	-28
12	O=C(Nc1cccc(Cl)c1Cl)C1CC(=O)N(c2ccc(Br)cc2)C1 (stereo not given)	23	-10	-13	-7	0.2	-10	0.6%	3	-4
13	O=C(COc1ccc(Cl)cc1)N1CCN(C(=O)c2cccs2)CC1	15	-13	-61*	9	-0.5	-2	-1.2%	6	-9
14	COc1ccc(S(=O)(=O)N2CCN(C(C)C(=O)Nc3ccc(C(C)C)cc3)CC2)cc1 (stereo not given)	-26	-5	3	1	0.2	x	2.5%	3	-24
15	O=C(Nc1cccc([N+](=O)[O-])c1)Nc1ccc2c(c1)CCC2	-13	-5	-64*	-8	3.8	-4	-3.4%	21	-23
16	CCn1c(=O)c(C(=O)Nc2ccc(C)cc2C)c(O)c2ccccc21	3	-1	15	0	-0.1	0	6.5%	5	-3
17	Cc1ccc(NC(=O)CCC(=O)NNC(=O)c2cccs2)cc1C	-3	15	x	-3	1.0	-1	0.0%	-1	-1
18	CC(Oc1ccc(Cl)cc1Cl)C(=O)NCc1ccncc1 (stereo not given)	-10	1	34	11	0.4	-3	-0.5%	1	-7
19	CCCCCCn1nc(C(=O)Nc2nc3c(s2)CCCC3)c2ccccc2c1=O	x	x	-1	0	x	1	1.6%	3	-5
20	O=C1CCCN1C(=O)COc1ccccc1[N+](=O)[O-]	24	8	2	-3	4.5	-5	0.2%	4	25

Sorted by value in TRHR PAM (smallest number first): 4 of the compounds above
| cpd | SMILES | D2 antag | D2 PAM | D1 antagonist | TRHR PAM | D1 potentiator | RXFP1 ag | D1 ag | RXFP1 antagonist |
| --- | --- | --- | --- | --- | --- | --- | --- | --- | --- |
| 17 | Cc1ccc(NC(=O)CCC(=O)NNC(=O)c2cccs2)cc1C | -3 | 15 | x | -3 | -1 | 0.0% | -1 | -1 |
| 19 | CCCCCCn1nc(C(=O)Nc2nc3c(s2)CCCC3)c2ccccc2c1=O | x | x | -1 | 0 | 1 | 1.6% | 3 | -5 |
| 6 | Cc1ccccc1Oc1nc2ccccn2c(=O)c1/C=C(\C#N)c1nc2ccccc2[nH]1 | x | 5 | -1 | 1 | -3 | 19% | 13 | -2 |
| 9 | CCC(C)(C)NC(=O)CN(C(=O)CNS(=O)(=O)c1ccc(C)cc1)c1ccc2c(c1)OCCO2 | 17 | -10 | 3 | 3 | -3 | -0.1% | 2 | 2 |

Remaining list, next part:
entry	compound	D2 antag	D2 PAM	D1 antagonist	TRHR PAM	D2 ag	D1 potentiator	RXFP1 ag	D1 ag	RXFP1 antagonist
21	CCCCS(=O)(=O)N1CCCC(C(=O)Oc2ccc(Cl)cc2)C1 (stereo not given)	3	-2	-5	-3	-1.9	-9	0.1%	0	-14
22	O=C(CN1C(=O)S/C(=C\c2ccc(C(=O)O)cc2)C1=O)Nc1ccccc1	3	9	6	4	0.6	-4	0.0%	3	18
23	Cc1ccc(N2CC(NC(=O)c3cc4ccccc4o3)CC2=O)cc1C (stereo not given)	x	19	x	5	0.7	0	2.0%	-2	-1
24	COC(=O)C1=C(C)N(c2ccccc2)/C(=C/c2ccco2)C1=O	7	7	6	-1	-1.2	5	-3.4%	0	-9
25	Cc1cccc(S(=O)(=O)N2CCn3cccc3C2C)c1 (stereo not given)	-5	-5	-13	9	-0.1	-1	0.3%	1	-5
26	CCCc1cc(=O)oc2cc(OCC(=O)NCCc3ccc(S(N)(=O)=O)cc3)ccc12	9	0	-15	-3	0.0	7	3.9%	11	-12
27	COC(=O)C(CC(=O)c1ccc(Cl)cc1)c1ccc(C)cc1 (stereo not given)	23	-12	-3	-8	0.7	-5	-0.5%	4	-15
28	COc1ccc2sc(N(CCCN(C)C)C(=O)c3ccc(C(=O)c4ccccc4)cc3)nc2c1	-10	-6	-5	5	0.1	-6	0.7%	10	-3
29	Cc1cc(Oc2ccc(=O)n(C)n2)nc(SCc2ccccc2)n1	-13	-4	-14	-4	1.1	-2	-4.7%	4	4
30	Cc1ccc(NC(=O)CC2Nc3cc(C)c(C)cc3NC2=O)c(C)c1 (stereo not given)	x	8	-8	-3	1.5	2	-0.6%	1	0
31	CC(=O)Oc1ccc(C(=O)Nc2ccc3c(c2)OCCO3)cc1	0	16	14	1	1.1	-1	-6.6%	1	-21
32	O=C(NCc1n[nH]c(=S)n1-c1ccc(F)cc1)c1ccc(S(=O)(=O)N2CCOCC2)cc1	10	-8	-7	1	0.5	3	4.5%	6	-1
33	CCOC(=O)C1=C(c2ccccc2)N=C2SCC(=O)N2C1c1ccc2c(c1)OCO2 (stereo not given)	3	-7	1	20	-0.5	-2	-0.3%	6	-4
34	CCC1CCCCN1C(=O)CCNS(=O)(=O)c1ccc2c(c1)oc(=O)n2C (stereo not given)	21	14	-18	-3	0.0	0	-1.8%	2	-5
35	Cc1ccc(NC(=O)c2cnccn2)nc1	5	2	-4	2	0.2	-3	1.2%	1	3
36	COc1cccc(CNC(=O)CC(NC(=O)c2ccccc2)c2ccccc2)c1 (stereo not given)	3	-9	-4	0	-0.4	-1	-0.2%	4	-6
37	NS(=O)(=O)c1cccc(NC(=O)CSc2n[nH]c(-c3cccs3)n2)c1	-18	4	-6	-6	-0.3	-3	-0.7%	3	9
38	CC1CCN(C2CCN(S(=O)(=O)c3ccc(C(F)(F)F)cc3)CC2)CC1	18	6	-3	6	-0.2	-1	-3.8%	5	11
39	Cc1noc(C(=O)Nc2ccc(Cl)cc2)c1Cl	23	-7	-7	1	0.8	1	5.1%	3	x
40	Cc1cccc(Nc2nnc(SCC(=O)NC(=O)CN3CCCC3=O)s2)c1	20	0	12	1	1.2	-3	0.7%	3	-12
41	CC(C)(C)C1=CC(=O)C(N2CCOCC2)=CC1=O	-1	2	0	1	0.2	-4	-1.7%	1	4
42	COc1ccc(S(=O)(=O)N2CCCCCC2)cc1N	-6	-4	-24	-3	0.2	1	1.0%	1	u
43	CCOc1cccc(-c2csc(C3COc4ccccc4O3)n2)c1 (stereo not given)	x	-2	3	3	x	10	0.3%	6	x
44	CC(C)CN(C(=O)COC(=O)c1ccccc1NCc1ccco1)c1c(N)n(Cc2ccccc2)c(=O)[nH]c1=O	8	-13	2	-1	-0.3	-12	1.8%	6	-5
45	COc1ccccc1OCCNC(=O)c1cc(C2CC2)nc2c1cnn2C(C)C	x	x	11	-2	x	0	-0.6%	0	-3
46	O=C(C(Cc1ccccc1)n1cccc1)N1CCc2ccccc21 (stereo not given)	16	4	-10	-7	1.1	0	-0.3%	1	-30
47	O=C(NCCOc1cccnc1)c1ccc(OC2CCN(Cc3ccccn3)CC2)cc1	1	4	-1	12	0.9	5	-6.1%	3	x
48	O=C(CCCCCn1c(=S)[nH]c2ccc(N3CCOCC3)cc2c1=O)NC1CCN(Cc2ccccc2)CC1	-9	x	-32*	3	1.3	-8	14%	0	-36
49	O=C(CSc1ccc(-c2ccc(F)cc2)nn1)N1CCOCC1	x	x	0	50*	x	4	0.5%	6	7
50	Cn1c(SCC(=O)N2c3ccccc3CCc3ccccc32)nnc1-c1cc2ccccc2cc1O	-8	-19	-10	-2	0.7	-5	0.6%	1	-5
51	CCOC(=O)N1CCN(C(=O)CCSCCc2ccncc2)CC1	-3	-8	-20	-6	13	-5	0.3%	9	0
52	Cc1ccc(SCC(=O)OCC(=O)NCCc2ccccc2)cc1C	6	-8	-9	0	-0.2	1	1.1%	4	-1

An excerpt; count on the stated rates, not on these rows.
